Source: PubChem (National Center for Advancing Translational Sciences (NCATS))
TDP1 block = qHTS Assay for Inhibitors of Tyrosyl-DNA Phosphodiesterase (TDP1); recombinant TDP1, AlphaScreen DNA substrate cleavage; Potency, µM (titrated, usually from 130 µM), for the others: at the top dose activity change, negative = inhibition, usual class: inhibitors; actives 0.28% (n = 350,000); AID 485290, 2010; further: nearly all actives have a fitted effect of over 40% in size
Target sequence (Q9NUW8 whole entry, looked up): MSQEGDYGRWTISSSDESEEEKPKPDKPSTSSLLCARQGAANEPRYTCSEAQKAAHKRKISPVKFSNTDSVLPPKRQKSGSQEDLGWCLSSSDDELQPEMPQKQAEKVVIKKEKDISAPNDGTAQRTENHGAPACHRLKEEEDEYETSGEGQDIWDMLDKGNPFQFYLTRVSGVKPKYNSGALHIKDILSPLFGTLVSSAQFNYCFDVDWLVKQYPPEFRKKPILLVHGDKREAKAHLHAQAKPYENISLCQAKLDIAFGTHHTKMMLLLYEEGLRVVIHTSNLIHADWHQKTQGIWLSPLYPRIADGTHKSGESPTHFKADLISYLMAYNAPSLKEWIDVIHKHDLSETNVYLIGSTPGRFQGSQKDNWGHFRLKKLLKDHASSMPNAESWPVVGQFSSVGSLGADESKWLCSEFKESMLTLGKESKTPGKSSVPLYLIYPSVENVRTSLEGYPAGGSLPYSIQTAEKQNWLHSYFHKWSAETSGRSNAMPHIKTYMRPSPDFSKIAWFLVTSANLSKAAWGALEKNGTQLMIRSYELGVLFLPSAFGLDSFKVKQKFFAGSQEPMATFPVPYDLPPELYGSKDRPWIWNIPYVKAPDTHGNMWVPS
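Tdp1 1 nM final; 15 min RT w/ cpd; substrate 15 nM, 5 min; beads 10 ug/ml, 10 min; AlphaScreen read. Neg ctrl: no enzyme.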
FEN1 inh = qHTS Assay for the Inhibitors of Human Flap endonuclease 1 (FEN1). P39748. Recombinant FEN1 flap cleavage, fluorescence, 15 min. Potency, µM (series often up to 114 µM), for the others: at the top dose activity change, negative = inhibition, hits mostly inhibitors. actives 0.35% (n = 390,000). AID 588795, 2011; further: nearly all actives have a fitted effect of over 65% in size
Target sequence (P39748 whole entry, looked up): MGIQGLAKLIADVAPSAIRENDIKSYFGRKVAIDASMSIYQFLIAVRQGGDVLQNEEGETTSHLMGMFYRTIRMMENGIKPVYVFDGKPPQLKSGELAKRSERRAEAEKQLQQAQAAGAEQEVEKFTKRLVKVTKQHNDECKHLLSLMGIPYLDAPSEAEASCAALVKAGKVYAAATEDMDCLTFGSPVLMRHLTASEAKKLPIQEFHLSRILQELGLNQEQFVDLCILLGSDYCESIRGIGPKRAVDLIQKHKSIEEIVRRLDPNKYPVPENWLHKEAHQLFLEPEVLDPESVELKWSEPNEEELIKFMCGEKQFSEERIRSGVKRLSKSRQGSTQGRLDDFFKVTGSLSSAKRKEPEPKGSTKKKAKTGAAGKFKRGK
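Quantitative HTS format: each compound was titrated, incubated with 10 nM nuclease for 15 min at room temperature, then challenged with flap substrate at 50 nM final. Signal change over 15 min gave concentration–effect curves.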
N370S GC mod = qHTS Assay for Inhibitors and Activators of N370S glucocerebrosidase as a Potential Chaperone Treatment of Gaucher Disease. actives 0.092% (n = 330,000). N370S GC spleen homogenate, 4MU-glucoside fluorescence. AID 2101, 2009. Lysosomal acid glucosylceramidase (Homo sapiens), P04062. Potency, µM (series often up to 59.4 µM), for the others: at the highest dose activity change, negative = inhibition, most hits filed as inhibitors;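 further: 0% = full enzyme activity and -100% = no enzyme basal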
Starred values were filed as active, the others as inactive; ? = inconclusive; . = no result given; & = joins results of further samples; [ ] = dose if it differs, or a comment. The call rests on the fitted dose curve; in most records, active means well fitted curve in the direction sought with a large enough effect; inconclusive means small, poorly fitted or top-dose-only effect, or another doubt; inactive means no such curve, though single readings can be large; an effect the other way counts as inactive or inconclusive. Unless noted, on the % scale 0 is the no-effect control and ±100 the full control effect; potency means the concentration at half of the fitted maximal effect.

SMILES	TDP1 block	FEN1 inh	N370S GC mod
COc1cc2c(c(OCC(=O)NC(C)C)c1)C(=O)O[C@@H](C)CCCC(=O)CCCCC2	.	-15%	9%
O=C(Cn1nnc(-c2ccc(Cl)cc2)n1)NC1CCS(=O)(=O)C1 (configuration not stated)	0%	1%	.
CCCc1cc(=O)[nH]c(SCC(=O)Nc2ccc3ccccc3c2)n1	0%	0%	.
COc1ccc(S(=O)(=O)N2CCN(C(=O)c3ccco3)CC2)cc1OC	-2%	-3%	17%[12.8 µM]
COc1ccc(NC(=O)CSc2ncnc3c2nnn3-c2ccc(F)cc2)c(OC)c1	5%	19%	-9%
O=C1NC[C@H](c2ccccc2)N(CCC23CC4CC(CC(C4)C2)C3)C1=O	-5%	-13%	-6%
O=C(CNc1ccccc1)N/N=C/c1ccc([N+](=O)[O-])cc1	5%	6%	-7%
COc1cccc2c(=O)n(CC(=O)Nc3ccc(F)cc3F)ccc12	10%	-11%	2%
CCOC(=O)c1sc(NC(=O)CCCCCN2C(=O)c3cccc4cccc(c34)C2=O)nc1C	-6%	2%	?
COc1ccc(C(C)NC(=O)Cc2ccc(Br)cc2)cc1 (configuration not stated)	5%	6%	2%
O=[N+]([O-])c1ccc(NC(=S)NCc2ccncc2)cc1	0%	-2%	-20%
Cc1ccc(C)c(NC(=S)NC(C)C(c2ccccc2)N2CCN(C)CC2)c1 (configuration not stated)	8%	-5%	-19%
Cc1ccc(C(=O)N2CCN(c3cccc(Cl)c3)CC2)cc1-n1c(C)nc2cccnc21	0%	-4%	.
Cc1n[nH]c(C)c1S(=O)(=O)Nc1ccc2c(c1)OCCO2	0%	4%	-1%
[NH-]c1ncnc2c1N=C[N+]2=CC=CCO	6%	3%	-6%
CCN(C(=O)c1cc2c(=O)oc3ccccc3c2s1)c1cccc(C(F)(F)F)c1	6%	10%	.
CN(C(=O)COC(=O)c1ccc2[nH]c3c(c2c1)CCCC3)C1CCS(=O)(=O)C1 (configuration not stated)	5%	11%	-3%
Cc1cc(CC(C)C)n(-c2nc3ccccc3c(=O)n2OCc2ccccc2)n1	0%	-4%	15%
C#CCOCCOCCOCCNc1nc(N2CCN(C(=O)[C@H]([C@@H](C)CC)n3cc([C@@H](N)Cc4ccc(O)cc4)nn3)CC2)nc(N2CCN(C(=O)[C@H](Cc3ccc(O)cc3)n3cc([C@@H](N)C(C)CC)nn3)CC2)n1 (some centres not stated)	6%	-6%	-8%
Brc1cc(Cc2nnc(-c3ccccc3)o2)c(Br)s1	-5%	-15%	?
Cc1cc(C)c(NC(=O)CSc2nc3ccncc3[nH]2)c(C)c1	1%&5%	-10%&-5%	-23%
Cc1ccc(CN2CCN(Cc3nc4ccccc4nc3C)CC2CCO)cc1 (configuration not stated)	.	6%	-4%
Nc1c(Cl)cc(C2=NCCn3nc4cc(C(F)(F)F)ccc4c32)cc1Cl	4%	-1%	?
NS(=O)(=O)c1ccc(NC(=O)c2ccc(F)cc2F)c(NC(=O)c2ccc(F)cc2F)c1	.	-3%	-11%
O=C(CSc1nc(=O)n(Cc2ccco2)c2c1CCC2)NCc1ccc(Cl)cc1	8%	1%	.
CCc1nc2oc3ccccc3c(=O)c2c(=O)n1Cc1ccc(OC)cc1	7%	-2%	5%
COc1ccc(OC)c(NC(=O)CSc2nnnn2-c2ccc3c(c2)OCO3)c1	0%	-3%	6%
CCOc1ccc(NC(=O)CN(C)C(=O)CSCc2cccc(C)c2)cc1OCC	-15%	-11%	-2%
C=CCN1C(=O)CSc2ccc(C(=O)NCc3ccco3)cc21	4%	5%	8%
NC(=O)C(c1cccc(Cl)c1)c1ncc(C(F)(F)F)cc1Cl (configuration not stated)	-5%	-1%	-15%
O=C1NC2(CCCCC2)C(=O)N1Cc1cc(=O)n2ccsc2n1	-8%	2%	2%
O=c1oc(-c2ccccc2)nc2sc3c(c12)CCCC3	1%	-12%	20%
COc1ccc(C(=O)NNc2ccccc2)cc1	11%	-7%	2%
CCS(=O)(=O)c1ccc2oc(SCC(=O)Nc3ccc(OC)c(OC)c3)nc2c1	2%	8%	-11%
CCc1ccc(/C=C2/C(=O)N(c3ccccc3)C(=S)N2CC(=O)OC)s1	-1%	-5%	-4%
CN(C)c1ccc(-c2noc(-c3ccccc3O)n2)cc1	7%	2%	-13%
COC(=O)CC1C(=O)NCCN1C(=S)NC(=O)c1sc2ccccc2c1Cl (configuration not stated)	.	-5%	-6%
CC[C@@]12C(=O)N(c3ccc(C)cc3)C(=O)N1[C@H](c1ccc(Br)cc1)[C@@H]1C(=O)N(C(C)(C)C)C(=O)[C@@H]12	.	1%	-7%
Cc1cc(C)cc(NC(=O)COC(=O)CNC(=O)C2CCCCC2)c1	1%	17%	.
COc1cccc2sc(Nc3nnc(-c4cccs4)o3)nc12	12%	-5%	9%
Cc1ccc(S(=O)(=O)Nc2ccccc2C(=O)N2CCN(C)CC2)cc1	3%	-6%	-2%
O=C(Nc1cccc(F)c1)C1CCN(C(=O)NCc2ccccc2)CC1	.	-10%	0%
Cc1cc(NC(=O)c2cc(C(C)(C)C)oc2C)no1	3%	10%	-8%
Clc1ccc2[nH]c3c(N4CCC5(CC4)OCCO5)ncnc3c2c1	7%	?	6%
Cc1cc(=O)oc2cc(OCC(=O)NCC3CCC(C(=O)O)CC3)ccc12 (configuration not stated)	.	18%	-8%
Cn1c(=O)[nH]c(=O)c2[nH]c(CN3CCN(C(=O)c4ccco4)CC3)nc21	3%	0%	2%
CCOC(=O)c1c(C)[nH]c(C)c1S(=O)(=O)N1CCC(C(=O)Nc2ccc(C)cn2)CC1	3%	3%	.
Cc1ccc(C)c(NC(=O)CSc2ncnc3nc[nH]c23)c1	5%	-17%	5%
N#Cc1nc(COc2ccccc2)oc1N1CCN(Cc2ccccc2)CC1	9%	1%	1%
CCc1ccccc1NC(=O)CCc1c(C)nc2cc(-c3ccccc3)nn2c1C	3%	15%	.
CCOC(=O)Cc1csc(N/C(=N/S(=O)(=O)c2ccc(F)cc2F)c2ccccc2)n1	8%	-1%	3%
CC(C)(C)NC(=O)CSc1nc2ccc(NC(=O)CSc3nnc(N)s3)cc2s1	0%	7%	-3%
O=C(CSc1nc2ccccc2s1)Nc1ccc(N2CCOCC2)c(Cl)c1	4%	-5%	1%
O=C(CCNS(=O)(=O)c1ccc(Cl)cc1)N1CCC2(O)CCCCC2C1 (configuration not stated)	6%	-14%	-4%
Cc1nc(-c2ccc(F)cc2)sc1CCNC(=O)c1ccccc1C(F)(F)F	4%	-13%	.
Cc1cc2nc3c(nc2cc1C)C1(C(=O)O)CCC3(C)C1(C)C (configuration not stated)	5%	-7%	4%
Cc1nc2ncnn2c(N2CCN(S(=O)(=O)c3ccc(Br)cc3)CC2)c1C	-1%	11%	-6%
COC(=O)[C@@H](O)CC[C@@H](C)Cc1c(OC)c(OC)c(C)c(OC)c1OC	8%	.	3%
CC(=O)NCCc1nc2cc(NS(=O)(=O)c3ccc(Cl)cc3)ccc2n1C	6%	-1%	2%
CC(=O)NC(=S)Nc1ccc(S(=O)(=O)N2CCOCC2)cc1	6%	0%	17%

For reference, 4 of the compounds above:
SMILES	TDP1 block	FEN1 inh	N370S GC mod
Cc1cc2nc3c(nc2cc1C)C1(C(=O)O)CCC3(C)C1(C)C (configuration not stated)	5%	-7%	4%
Cc1nc2ncnn2c(N2CCN(S(=O)(=O)c3ccc(Br)cc3)CC2)c1C	-1%	11%	-6%
COC(=O)[C@@H](O)CC[C@@H](C)Cc1c(OC)c(OC)c(C)c(OC)c1OC	8%	.	3%
CC(=O)NCCc1nc2cc(NS(=O)(=O)c3ccc(Cl)cc3)ccc2n1C	6%	-1%	2%

(further entries)
SMILES	TDP1 block	FEN1 inh	N370S GC mod
CCc1ccc(C(=O)NNC(=O)OC)cc1	?	7%	1%
CC12C(=O)N(Cc3ccccc3)C(=O)C1C1C=CC2C1 (configuration not stated)	3%	-2%	7%
COc1cccc(NC(=O)C2CCCN2C(=O)OCc2ccccc2)c1 (configuration not stated)	-1%	2%	2%
COc1ccc(S(=O)(=O)NCC2CCCN(Cc3ccccc3Cl)C2)cc1 (configuration not stated)	2%	?	-16%
Cc1csc2ncc(C(=O)Nc3ccccc3F)c(=O)n12	1%	-14%	19%
Cc1ccc(O)c(NC(=O)c2noc3c2CCc2ccccc2-3)c1	-1%	43%[activator]	8%
O=C(c1cccc(S(=O)(=O)NCc2ccccc2)c1)N1CCN(c2ccccc2)CC1	0%	-6%	.
Cc1cc(OCc2nnc(SCC(=O)O)n2-c2ccccc2)ccc1Cl	3%	16%	-8%
CC(=O)NC1=NN(C(C)=O)C(C)(c2ccc(Cl)s2)S1 (configuration not stated)	3%	-2%	3%
Cc1cc(C(=O)Cn2cncn2)c(C)n1CCc1ccc(F)cc1	8%	3%	1%
CCCN(C(=O)Cn1nc(Cc2cccnc2)c2ccccc2c1=O)c1ccc(C(C)C)cc1	9%	-11%	.
CCOc1ccc(NC(=S)NN2C(C)CCCC2C)cc1 (configuration not stated)	-1%	0%	-8%
CC(C)(C)NC(=O)NC(=O)CN1CCCCC1	6%	-11%	3%
CC(=O)/C(=N/Nc1ccccc1[N+](=O)[O-])N1CCCc2ccccc21	11%	-11%	12%
O=C(c1cccc(F)c1)N1CCN(Cc2ccco2)CC1	-10%	10%	2%
Cc1cc(Br)ccc1OCC(=O)N1CCCCCC1	7%	7%	7%
COC(CNC(=O)c1coc2nc3ccccc3nc12)OC	2%	-2%	?
CCN(CC)c1ccc(NC(=O)c2cc3c(OC)cccc3[nH]2)cc1	.	-14%	-7%
O=C(CCNc1ccc(Cc2ccncc2)cc1)c1cccc([N+](=O)[O-])c1	7%	-8%	-3%
CN(C)c1nc(N/N=C/c2ccccc2O)nc(Nc2ccc(F)cc2)n1	11%	-24%	-11%
CCOC(=O)C1CCN(C(c2cccc(F)c2)c2c(O)cc(C)n(CCOC)c2=O)CC1 (configuration not stated)	0%	8%	.
COc1ccc(OCC(O)CON2C(=O)c3ccccc3C2=O)cc1 (configuration not stated)	2%	0%	7%
COC(=O)C1=NNC2C(=O)N(C3CCCCC3)C(=O)C12 (configuration not stated)	1%	6%	-10%
CCc1cc(=O)[nH]c(SCc2nc(-c3ccccc3)no2)n1	3%	-4%	.
COc1cc(C2NC(=O)N(C)C3=C2C(=O)CCC3)cc(OC)c1OC (configuration not stated)	6%	-4%	-18%
Cc1ccc(-c2c(C)n3c4c(=O)n(C)c(=O)n(C)c4nc3n2-c2cccc(O)c2)cc1	-2%	10%	.
Nc1cc(N)nc(SCC(=O)NC2CCCCCCC2)n1	-7%	-5%	4%
CC(C)(C)NC(=O)C(=O)N/N=C/c1ccc(F)cc1	8%	3%	13%
CC(=O)c1ccc(NC(=O)CCCN2C(=O)C(c3ccccc3)Oc3cccnc32)cc1 (configuration not stated)	6%	9%	5%
Cc1ccc(OCc2nnc(SCC(=O)Nc3cccc4ccccc34)n2-c2ccccc2)cc1	-1%	-5%	?
Cc1ccccc1Cn1ccc(NC(=O)c2cnn3cccnc23)n1	5%	9%	9%
COc1ccc(CNC(=O)C2CCN(S(=O)(=O)c3cccc4nonc34)CC2)cc1	-6%	-8%	-8%
O=C(CSc1nc2ccc([N+](=O)[O-])cc2s1)c1ccc2ccccc2c1	10%	-9%	-3%
CC(=O)Cc1ccccc1OCC(=O)O	1%	-6%	4%
COc1cccc(-c2c(C(=O)N/N=C(\C)c3cccnc3)nnn2-c2nonc2N)c1	1%	20%	-6%
COc1ccccc1C(CNC(=O)c1ccc(-c2ccccc2Cl)o1)N1CCCC1 (configuration not stated)	.	-12%	-10%

Fetched by structure from the entries so far (7):
SMILES	TDP1 block	FEN1 inh	N370S GC mod
Nc1cc(N)nc(SCC(=O)NC2CCCCCCC2)n1	-7%	-5%	4%
Cc1ccccc1Cn1ccc(NC(=O)c2cnn3cccnc23)n1	5%	9%	9%
CC(=O)c1ccc(NC(=O)CCCN2C(=O)C(c3ccccc3)Oc3cccnc32)cc1 (configuration not stated)	6%	9%	5%
COc1cc(C2NC(=O)N(C)C3=C2C(=O)CCC3)cc(OC)c1OC (configuration not stated)	6%	-4%	-18%
O=C(CSc1nc2ccc([N+](=O)[O-])cc2s1)c1ccc2ccccc2c1	10%	-9%	-3%
Cc1ccc(OCc2nnc(SCC(=O)Nc3cccc4ccccc34)n2-c2ccccc2)cc1	-1%	-5%	?
Cc1ccc(-c2c(C)n3c4c(=O)n(C)c(=O)n(C)c4nc3n2-c2cccc(O)c2)cc1	-2%	10%	.

The results go on:
SMILES	TDP1 block	FEN1 inh	N370S GC mod
CC(C)=CCC/C(C)=C/CC/C(C)=C/CO	5%	.	-3%&-10%&-7%
CC1(c2ccc3ccccc3c2)NC(=O)N(CC(=O)N2CCN(S(=O)(=O)c3ccccc3F)CC2)C1=O (configuration not stated)	3%	1%	1%
CCOC(=O)Cc1nnc2c(Nc3ccc(Cl)cc3)nc3nonc3n12	5%	-17%	-7%
Cc1ccc(C)c(N2CCN(c3ccc(NC(=O)c4cccs4)cc3C(=O)O)CC2)c1	-9%	16%	.
